Mdm2 ligase inh: inhibitors of human Mdm2 E3 ubiquitin ligase; Q00987; cell-based MDM2 ubiquitination luciferase reporter, 2 h; 0 = plate control, 100 = twice control, blank-subtracted; signal enhancement, % at 5 µM; 210,000 tested, 0.11% active;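 active means signal enhancement of 30% or more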;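 further: luminescence tracks abundance of the self-degrading MDM2-luciferase fusion protein; higher signal means inhibition of MDM2 E3 ligase activity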
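system = mammalian cells stably expressing self-ubiquitinating, self-degrading MDM2 E3–luciferase fusion | quantity = 2000 cells per well seeded | incubation = 4 h cell settling then 2 h compound exposure, 37 °C | signal = SteadyLite luminescence, 15 min reagent step | benchmarks = plate control and blank wells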
p97 inhibitor: inhibitors of human p97 ATPase. P55072. recombinant p97 ATPase, Kinase-Glo ATP luminescence, 3 h. inhibition, % at 8 µM. 220,000 tested, 0.42% active. AID 1481; in the data active means inhibition above about 15%;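 further: 0% = DMSO vehicle and 100% = wells lacking enzyme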
FXIIa inh: inhibitors of human coagulation factor XIIa; 220,000 tested, 0.3% active; AID 800; purified FXIIa, Boc-QGR-AMC fluorogenic substrate, 2 h; inhibition, % at 5 µM; P00748; in the data active means inhibition above about 40%;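 further: 0% = enzyme with no compound and 100% = blank without enzyme; many of its hits are not listed in these tables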
eIF4E 4G PPI: blocks eIF4E binding to eIF4G; TR-FRET eIF4E-eIF4GI(517-606) binding, 2 h; AID 782; 220,000 tested, 0.37% active; inhibition, % at 21.7 µM;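 active means inhibition above about 30%, limit read from the data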;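 further: 0% = full FRET control wells and 100% = background wells lacking eIF4GI fragment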
Wee1 degr inh: blocks degradation of human Wee1 kinase | reporter increase, % at 5 µM | 220,000 tested, 1.2% active | AID 1321 | HeLa Luc-Wee1K328M stability, luciferase luminescence; 100% = proteasome inhibitor MG132 effect;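 active means activation above the mean of all tested compounds plus 3 SD, set per screening run, cut at about 8.8% in these data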;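 further: cells exposed to compound for 20 h before luminescence read; 0% = DMSO alone and 100% = MG132 at 30 µM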
hK5 inh: blocks human kallikrein 5 protease activity; recombinant hK5, fluorogenic AMC substrate cleavage; inhibition, % at 5 µM; 210,000 tested, 0.59% active;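 active means inhibition of 40% or more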;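 further: 0% = enzyme controls without compound and 100% = no-enzyme blanks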
Target sequence (Q9Y337 67-293 limits assumed): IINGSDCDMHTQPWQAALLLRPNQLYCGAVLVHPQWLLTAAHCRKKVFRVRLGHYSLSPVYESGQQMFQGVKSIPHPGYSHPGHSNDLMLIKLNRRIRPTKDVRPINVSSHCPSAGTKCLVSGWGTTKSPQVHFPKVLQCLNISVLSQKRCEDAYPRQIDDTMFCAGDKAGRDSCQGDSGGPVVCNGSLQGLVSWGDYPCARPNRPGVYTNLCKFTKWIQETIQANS
14-3-3 Bad PPI: disrupts binding of bovine 14-3-3 zeta to phospho-Bad peptide; P63103; 220,000 tested, 0.71% active; inhibition, % at 21.7 µM; TR-FRET 14-3-3zeta/Dy647-pBad peptide displacement, 1 h;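 active means inhibition above about 70%, limit read from the data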;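 further: 0% = full 14-3-3 plus peptide FRET controls and 100% = background without 14-3-3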
Rad51 HR inh: Rad51 (human) homologous recombination inhibition. hRad51 DNA strand exchange, fluorescence dequenching. inhibition, % at 10 µM. 200,000 tested, 0.085% active;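 active means inhibition above 40% at the single screening dose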;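 further: 0% = DMSO control wells and 100% = blanks with heterologous ssDNA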
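Test system: preformed human Rad51 ssDNA filaments. Compound dosing: single dose, 10 µM final compound. Incubation: filaments 15 min 37 °C, then compound 30 min. Technique: FRET fluorescence dequenching, excitation 485 nm, emission 520 nm. Read-out basis: percent inhibition from fluorescence, normalised to plate control and blank means. Benchmarks: plate controls and plate blanks.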
FXIa inh 1536: inhibitors of human coagulation factor XIa. 220,000 tested, 0.14% active. P03951. inhibition, % at 5 µM. purified FXIa, Boc-Glu-Ala-Arg-AMC fluorogenic substrate;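 active means inhibition of at least 40%; inactive means inhibition below 40%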;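 further: fluorescence of freed AMC excited at 355 nm; 0% = enzyme without compound and 100% = no enzyme blank; many of its hits are not listed in these tables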
Target sequence (P03951 19-387 limits assumed): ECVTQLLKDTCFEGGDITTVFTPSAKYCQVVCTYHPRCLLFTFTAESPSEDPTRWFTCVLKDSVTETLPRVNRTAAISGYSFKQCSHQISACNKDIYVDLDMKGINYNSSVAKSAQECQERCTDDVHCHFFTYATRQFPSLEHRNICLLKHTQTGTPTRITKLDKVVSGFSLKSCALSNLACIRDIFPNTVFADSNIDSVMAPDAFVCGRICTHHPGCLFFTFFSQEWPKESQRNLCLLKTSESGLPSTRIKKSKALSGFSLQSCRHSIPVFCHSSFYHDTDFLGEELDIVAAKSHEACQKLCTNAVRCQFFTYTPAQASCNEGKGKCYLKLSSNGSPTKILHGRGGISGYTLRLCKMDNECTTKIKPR
Target sequence (P03951 388-625 limits assumed): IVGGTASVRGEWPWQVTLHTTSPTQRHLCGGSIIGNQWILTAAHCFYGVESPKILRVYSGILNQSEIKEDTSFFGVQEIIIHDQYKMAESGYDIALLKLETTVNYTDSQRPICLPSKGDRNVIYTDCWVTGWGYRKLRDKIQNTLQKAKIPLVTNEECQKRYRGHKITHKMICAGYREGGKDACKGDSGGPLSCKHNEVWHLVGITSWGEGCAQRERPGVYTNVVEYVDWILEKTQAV
Numbers without * were called inactive; · = no result given; [ ] = dose if it differs, or a comment. Compounds were not picked by outcome. Share with any hit: about 3.5%.

Sequence of screens: Mdm2 ligase inh	p97 inhibitor	FXIIa inh	eIF4E 4G PPI	Wee1 degr inh	hK5 inh	14-3-3 Bad PPI	Rad51 HR inh	FXIa inh 1536
CCn1cc(C(=O)NCCCN2CCN(C)CC2)c(=O)c2cc(S(=O)(=O)N3CCc4ccccc4C3)ccc21
→ -13.7	2.9	0.7	-1.5	-1.0	-3.5	-0.2	1.6	0.3
C/C(=N\NC(N)=S)C12CC3CC(CC(C3)C1)C2
→ -13.2	-1.8	8.3	4.2[fluorescence artefact?]	-1.4	1.2	8.7[fluorescence artefact?]	0.1	0.2
COc1ccc(OC)c(S(=O)(=O)Nc2cnc3ccccc3c2)c1
→ -17.7	4.1	-9.7	-6.3	-1.4	16.0	-1.5	-8.5	-7.6
O=c1[nH]c(N2CCN(c3ccccc3)CC2)nc2c1CCC2
→ -9.8	1.3	12.1	-2.3	-1.3	7.3	0.2[fluorescence artefact?]	2.9	0.0
N#Cc1c(NC(=S)NC(=O)c2ccccc2)sc2c1CCC2
→ 10.6	6.1	20.7	-2.2	2.9	-4.9	-3.4	-8.7	6.8
COC(=O)c1[nH]c2ccccc2c1NC(=O)c1c(F)cccc1F
→ -12.0	1.0	2.0	-3.6	3.1	-4.2	-2.9	5.8	-1.2
COC(=O)c1cc(Br)c(=O)n(CC(C)C)c1
→ -2.0	-3.1	1.0	-2.9[fluorescence artefact?]	1.3	3.6	6.6[fluorescence artefact?]	-9.7	-29.2
COCCn1c(C(C)C)nc2ccccc21
→ -1.0	4.8	6.7	3.5	3.9	3.1	-1.7	11.4	3.7
O=C(Cc1c(F)cccc1Cl)Nc1ncc([N+](=O)[O-])s1
→ -7.2	-2.0	-1.0	-9.6	0.2	-17.0	65.0	12.2	-4.0
COc1ccc(N2CSC3=C(C#N)C(c4cc(OC)ccc4OC)CC(=O)N3C2)c(OC)c1 (stereo not drawn)
→ 2.9	-11.0	16.9	-2.1	0.5	-14.1	-6.4[fluorescence artefact?]	-5.8	9.3
Cc1nc(NCCCN2CCOCC2)c2oc3ccccc3c2n1
→ 3.9	2.9	12.9	4.6	0.1	-2.2	56.4	2.1	-3.0
Cc1nc2cc(C(=O)N3c4ccccc4CC3C)ccc2s1 (stereo not drawn)
→ 9.7	4.9	3.4	0.2	-1.8	-6.4	-1.9	4.5	-0.9
Cc1nc2ccccc2c2c1C(=O)N(c1ccc(C(=O)O)cc1)C2=O
→ -9.1	2.3	8.2	1.3	-1.4	3.8	-5.0	-24.6	-0.1
Nc1c(-c2ccccc2)cnn1-c1cccc(C(F)(F)F)c1
→ -1.0	1.9	6.0	5.8	4.6	5.3	2.3	1.5	4.7
C/C=C/CSc1nc2c(c(=O)[nH]c(=O)n2C)n1Cc1ccc(C)cc1
→ -6.9	-1.9	9.1	0.8	-0.9	-7.1	-0.5	7.9	-1.6
CCOCCCNC(=O)c1c[nH]c2ccc(S(=O)(=O)Nc3cccc(OC)c3)cc2c1=O
→ -6.7	1.9	-12.4	6.0	0.3	-42.4	49.2	-1.1	-7.1
COc1cc(NC(=O)CN(C)C2CCCCC2)c(C)cc1[N+](=O)[O-]
→ -14.0	-2.4	13.5	4.8[fluorescence artefact?]	2.2	-6.5	-11.2	-1.4	4.8
Cc1ccc(-c2csc3nc4cc(C(N)=O)ccc4c(=O)n23)cc1
→ -3.5	·	3.7	0.0	·	-0.8	54.8	-1.6	-0.7
Cc1ccc(OCC(=O)N(Cc2cccs2)C2CCS(=O)(=O)C2)cc1C (stereo not drawn)
→ -12.6	-5.9	6.9	0.9	3.5	-1.4	-0.8	·	0.5
O=C(NCc1ccccc1)c1ccc2c(=O)n(CCCN3CCCC3=O)c(=S)[nH]c2c1
→ -36.6	0.0	30.2	7.3	0.8	-7.7	-4.4	6.7	16.3

Only eIF4E 4G PPI, for some of the entries so far:
mol	eIF4E 4G PPI
N#Cc1c(NC(=S)NC(=O)c2ccccc2)sc2c1CCC2	-2.2
COC(=O)c1[nH]c2ccccc2c1NC(=O)c1c(F)cccc1F	-3.6

Further entries follow:
Sequence of screens: Mdm2 ligase inh	p97 inhibitor	FXIIa inh	eIF4E 4G PPI	Wee1 degr inh	hK5 inh	14-3-3 Bad PPI	Rad51 HR inh	FXIa inh 1536
CCCCn1c(SCC(=O)N2CCOCC2)nnc1-c1ccoc1C
→ -3.5	-1.6	3.3	2.2	-2.1	28.6	-3.6	-2.0	0.7
CC(=O)NS(=O)(=O)c1ccc(Nc2ccc([N+](=O)[O-])c3nonc23)cc1
→ ·	6.0	13.8	-9.7	0.8	5.7	-1.6	6.3	4.9
COc1ccc(N2CCN(Cc3nc4c(c(=O)n(C)c(=O)n4C)n3C(C)C(C)=O)CC2)cc1 (stereo not drawn)
→ -60.2	8.4	18.1	1.1	-3.1	-2.3	-7.1	-9.8	6.4
Cc1ccc(S(=O)(=O)Nc2nc3ccc(S(C)(=O)=O)cc3s2)cc1
→ -6.0	6.8	-2.6	6.5	1.2	-12.2	6.6	3.2	1.3
COc1cc(/C=C/C(=O)O)cc(S(=O)(=O)N2CCc3ccccc32)c1OC
→ -1.9	2.6	4.6	-5.1	-1.6	0.1	1.4	-2.9	-1.8
CCOC(=O)c1c(NC(=O)CSc2nnnn2-c2ccc3c(c2)OCO3)sc(C)c1C
→ -23.8	4.1	10.2	0.9	6.0	14.0	12.8[fluorescence artefact?]	0.6	-1.7
Cc1cc(C)n(CCC(=O)N/N=C/c2ccc(O)cc2O)n1
→ -8.5	2.8	16.1	1.4	3.1	-18.8	-0.5	-0.5	7.3
S=C(NCC1CCCO1)NC1CCCCC1 (stereo not drawn)
→ 2.3	6.0	7.3	-1.2	-0.4	0.3	-10.1	0.5	-2.4
COc1ccc(C=O)cc1COc1ccc([N+](=O)[O-])c(C)c1
→ 2.7	3.5	8.5	3.1	4.8	-0.4	-10.9	13.9	6.5
COCCSc1nnc(NC(=O)c2ccc3c(c2)OCO3)s1
→ -9.2	1.4	3.0	-0.5	-2.9	-4.3	-0.3	5.9	-7.4
Cc1onc(-c2ccccc2Cl)c1-c1nc(-c2ccccn2)no1
→ -7.2	1.8	14.0	-0.9	-1.5	9.0	3.8	·	17.6
Cc1ccc(-c2cc(C(F)(F)F)c(C#N)c(SCCC#N)n2)o1
→ -4.7	2.0	-7.7	-3.6	-2.6	-204.9	-0.4	-6.1	-11.6
CCCc1[nH]nc2c1C(C1CC=CCC1)C(C#N)=C(N)O2 (stereo not drawn)
→ -8.1	2.2	12.4	8.2[fluorescence artefact?]	-1.2	-9.2	-3.3	·	3.3
CCCCC(=O)Nc1cccc(NC(=S)NC(=O)COc2ccccc2Cl)c1
→ 6.5	3.6	12.2	6.7	-2.0	-15.2	-11.8	0.2	26.7
C/C(N)=C(/C#N)C(=O)CSc1nnnn1-c1ccccc1
→ -14.2	5.0	-1.0	4.3	-0.5	-14.8	3.9	5.9	-8.9
Cc1ccc(NC(=O)CCNS(=O)(=O)c2ccc3c(c2)oc(=O)n3C)c(C)c1
→ -9.9	0.0	15.0	-3.7	1.1	17.8	5.6	8.6	2.9
O=C(NCC1CCCO1)c1ccc2c(=O)n(Cc3cccc(Br)c3)c(=S)[nH]c2c1 (stereo not drawn)
→ -3.7	3.8	1.1	-0.1	-0.2	-4.5	1.2	10.2	1.5
COC(=O)CSc1nnc(CNS(=O)(=O)c2ccc(Cl)cc2)n1C
→ -21.7	2.1	-8.2	-3.1	-1.9	0.8	-2.5	4.2	-9.3
CCOc1ccc(NC(=O)CSc2nc(C)cc(C)n2)cc1
→ -3.7	-4.6	7.2	-6.2	1.4	-13.4	-9.9	1.0	4.2
CCC(CC)C(=O)NCCc1ccc(OC)c(OC)c1
→ -4.2	-6.9	1.3	-2.8	2.7	-6.4	-2.4	-2.4	-8.8
CCc1ccc(C(=O)NNC(=S)Nc2ccc(S(N)(=O)=O)cc2)s1
→ -2.0	8.5	7.9	1.8	1.7	·	-26.6	5.1	1.0
CCOC(=O)N1CCC(Nc2c(OCC)c(=O)c2=O)CC1
→ -15.2	-6.9	19.0	5.0	-0.7	0.9	0.3	6.0	1.6
COC(=O)c1cc(Cl)c(NS(=O)(=O)c2ccccc2)cc1OC
→ -17.5	2.7	7.7	-8.4	1.4	-15.2	36.5	1.0	-3.7
CC(C)(C)CC(=O)Nc1ccc(Nc2ccccc2)cc1
→ -3.3	-4.9	5.5	1.8	-2.3	-5.5	4.8[fluorescence artefact?]	2.3	3.7
CC(=O)c1cc(-c2ccccc2)n(CC(=O)NCc2cccs2)c1C
→ 2.6	-0.5	6.2	-0.9[fluorescence artefact?]	7.6	-24.7	13.4[fluorescence artefact?]	-0.5	2.1
CCN1CCN(c2ccc(NC(=O)c3cccnc3)cc2Cl)CC1
→ -18.4	-5.0	5.9	-4.7[fluorescence artefact?]	1.2	-3.2	-8.7[fluorescence artefact?]	-1.4	2.1
CC(C)c1nnc(NC(=O)c2cccnc2)s1
→ -0.7	0.6	3.9	-0.6	3.2	-10.8	-3.7[fluorescence artefact?]	8.6	2.1
O=C(C[n+]1ccccc1)Nc1nc2ccccc2s1
→ 3.1	0.5	1.4	3.3	-0.5	-19.9	0.8[fluorescence artefact?]	·	-5.3
O=C(COC(=O)CCCNC(=O)c1ccc(Cl)cc1)NCc1ccccc1Cl
→ -0.3	-5.2	-3.7	-0.1	0.2	-27.2	0.5	·	1.5
CC(C)(C)c1ccc(COC(=O)CNC(=O)CNC(=O)Cc2ccccc2)cc1
→ -7.7	-1.8	0.8	-6.5	-0.7	-0.4	10.0	0.3	-2.7
COc1ccc(-c2nsc(C(=O)N(c3ccc(F)cc3)C(C(=O)NC3CCCC3)c3ccc(OC)cc3)c2N)cc1 (stereo not drawn)
→ -5.8	5.7	-19.0	-5.1	7.4	-12.9	2.0	-2.9	-5.5
Cc1cc(N2CCN(C/C=C/c3ccccc3)CC2)n2ncnc2n1
→ -11.4	-0.6	3.5	2.4[fluorescence artefact?]	-1.6	-1.0	-1.1	2.6	-3.5
COc1ccccc1NC(=O)CSc1nnnn1-c1ccc(C(=O)O)cc1
→ 3.4	4.3	7.1	-2.8	0.8	-3.6	-18.3	30.6	-1.8
O=C(O)c1cccc(CN2C(=O)S/C(=C/c3cccc([N+](=O)[O-])c3)C2=O)c1
→ -2.9	-3.2	11.3	-5.4	0.1	4.8	8.2	·	4.7
CC(=O)Nc1ccc(C(=O)CSc2nnc(C)o2)cc1
→ 7.8	2.5	7.9	2.1	-0.5	5.8	14.4	-6.2	-3.7
CC1CCN(C(=O)COC(=O)c2cc3ccccc3cc2O)CC1
→ -31.4	-4.7	12.8	-2.8	2.6	3.3	3.9	4.0	-13.1
CC(C)(C)c1ccc(N/N=C(\C#N)S(=O)(=O)C(C)(C)C)cc1
→ -8.6	-9.2	11.6	2.2	-2.4	-0.2	4.8	-2.9	-4.4
CCc1cccc(CC)c1C(O)c1cccnc1 (stereo not drawn)
→ -2.3	-7.5	-0.9	1.1	0.1	-11.8	-0.7	·	4.3
O=C(c1ccc(=O)oc1)N1CCCc2ccccc21
→ -9.1	13.3	12.4	7.6	-2.3	-44.4	49.8	0.5	4.3
